FUS suppressor: qHTS for Suppressors of FUS Proteinopathy: Primary screen using FUS-linked yeast assay; 390,000 compounds, 0.24% hits; AID 1347120, 2019; S. cerevisiae FUS-expressing, growth rescue, OD600, 24 h; Potency, µM (doses to about 76.6 µM), for inactives: top-dose growth rescue (activation), actives largely listed as activators;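 note: potency is the fitted concentration of half-maximal effect; plate controls were DMSO vehicle for no effect and reference control for full effect; nearly all actives have a fitted effect of over 55% in size; some results filed as inactive show a strong effect at the top dose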
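Yeast FUS proteinopathy model; galactose-induced FUS (2%), starting OD 0.005. Cpds in dilution series, 24hr, 30C, 99% humidity. Abs 600 nm growth. Pos ctrl CP55940 (top 92uM final); neg ctrl DMSO.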
PI5P4Ka inh: qHTS for Inhibitors of phosphatidylinositol 5-phosphate 4-kinase (PI5P4K). Phosphatidylinositol 5-phosphate 4-kinase type-2 alpha (Homo sapiens), P48426. PI5P4Kalpha enzyme, ADP-Glo luminescence, 60 min; hits give low values. max response, %. 330,000 compounds, 1.2% hits. AID 652105, 2013; active = max response of -50% or lower; inconclusive = between -30% and -50%; inactive = -30% or higher; note: value at the top dose of about 77 µM; % is set by controls: 0 for no effect and ±100 for the full control effect
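Enzyme plus substrate dispensed, test compounds pinned in, then ATP (5 microM final) added. After 60 min at RT, ADP-Glo reagent 1 for 45 min and reagent 2 for 30 min preceded luminescence imaging.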
WRN inhibitor: qHTS for Inhibitors of WRN Helicase. Potency, µM (top dose mostly 114 µM), inactives show at the top dose activity change, negative = inhibition, hits mostly inhibitors. WRN helicase unwinding, fluorescent forked duplex, kinetic. Bifunctional 3'-5' exonuclease/ATP-dependent helicase WRN (Homo sapiens), Q14191. 360,000 compounds, 0.46% hits; note: potency is the fitted concentration of half-maximal effect; % is set by controls: 0 for no effect and ±100 for the full control effect; nearly all actives have a fitted effect of over 55% in size
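Fluorescence dequenching readout, ex 525 nm/em 598 nm, kinetic mode: forked duplex DNA (100 nM final) with adjacent fluorophore and quencher unwound by WRN (20 nM final) with 2 mM ATP. Compound preincubation 15 min, room temperature.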
EPAC1 ag: qHTS for Agonist of cAMP-regulated guanine nucleotide exchange factor 3 (EPAC1): primary screen; AID 720707, 2013; EPAC1 agonist qHTS, biochemical assay; response scale: 100% = response to 6.5 mM cAMP; Potency, µM (doses to about 154 µM), for inactives: top-dose activation, hits mostly activators; 360,000 compounds, 0.073% hits; note: potency is the fitted concentration of half-maximal effect; nearly all actives have a fitted effect of over 60% in size
Target sequence (O95398 whole entry, looked up): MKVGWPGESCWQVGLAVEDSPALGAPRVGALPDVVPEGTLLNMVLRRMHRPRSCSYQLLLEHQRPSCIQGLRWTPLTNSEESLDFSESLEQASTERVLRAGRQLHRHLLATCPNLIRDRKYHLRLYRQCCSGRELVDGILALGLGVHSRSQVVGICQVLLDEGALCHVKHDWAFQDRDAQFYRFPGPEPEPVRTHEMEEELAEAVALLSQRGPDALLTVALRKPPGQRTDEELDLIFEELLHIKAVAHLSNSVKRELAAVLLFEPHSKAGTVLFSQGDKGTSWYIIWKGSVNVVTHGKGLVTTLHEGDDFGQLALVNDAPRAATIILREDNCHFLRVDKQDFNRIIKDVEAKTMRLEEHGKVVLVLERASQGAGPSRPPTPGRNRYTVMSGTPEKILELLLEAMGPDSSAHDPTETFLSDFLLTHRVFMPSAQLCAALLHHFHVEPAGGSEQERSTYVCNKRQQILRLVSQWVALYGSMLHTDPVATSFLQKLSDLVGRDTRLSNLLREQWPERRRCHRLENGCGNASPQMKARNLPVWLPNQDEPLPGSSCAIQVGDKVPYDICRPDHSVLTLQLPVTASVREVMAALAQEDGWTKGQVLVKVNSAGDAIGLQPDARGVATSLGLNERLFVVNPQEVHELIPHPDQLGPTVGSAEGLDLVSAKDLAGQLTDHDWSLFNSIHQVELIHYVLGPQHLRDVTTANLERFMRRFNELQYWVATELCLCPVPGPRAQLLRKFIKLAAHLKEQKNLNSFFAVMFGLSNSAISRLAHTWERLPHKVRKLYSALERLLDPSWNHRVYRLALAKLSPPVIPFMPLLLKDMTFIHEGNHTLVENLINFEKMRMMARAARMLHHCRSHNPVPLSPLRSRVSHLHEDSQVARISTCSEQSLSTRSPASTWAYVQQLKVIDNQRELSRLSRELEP
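Multi-concentration qHTS readout: loss of Rap1B-bound BODIPY-GDP fluorescence driven by 100 nM EPAC1 with excess GDP (50 uM), monitored kinetically at room temperature; agonist response expressed relative to 6.5 mM cAMP.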
PLK1 PBD block: qHTS for Inhibitors of PLK1-PDB (polo-like kinase 1 - polo-box domain): Primary Screen; Plk1 PBD binding of FITC phosphopeptide, fluorescence polarization; Potency, µM, inactives show max response, negative = inhibition, usual class: inhibitors; Serine/threonine-protein kinase PLK1 (Homo sapiens), P53350; 360,000 compounds, 2.8% hits; note: potency is the fitted concentration of half-maximal effect; series mostly up to about 57 µM; % is set by controls: 0 for no effect and ±100 for the full control effect; nearly all actives have a fitted effect of over 65% in size
EPAC1 antag: qHTS for Antagonist of cAMP-regulated guanine nucleotide exchange factor 3 (EPAC1): primary screen. Rap guanine nucleotide exchange factor 3 (Homo sapiens), O95398. EPAC1 GEF assay, Rap1b-BODIPY-GDP exchange fluorescence. Potency, µM (titrated, usually from 115 µM), without a hit: top-dose activity change, negative = inhibition, usual class: inhibitors. 360,000 compounds, 0.14% hits;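 note: potency is the fitted concentration of half-maximal effect; plate controls were vehicle for no effect and positive control for full effect; nearly all actives have a fitted effect of over 50% in size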
Abeta rescue: qHTS for compounds that reverse cellular toxicity of Amyloid beta (A-beta) peptide in yeast: Primary Screen. 410,000 compounds, 0.063% hits. AID 1347071, 2019. yeast expressing A-beta42, growth rescue, OD600, 48 h; response scale: 0% DMSO, 100% iron-clioquinol control. Potency, µM (top dose mostly 46.1 µM), for inactives: top-dose growth rescue, hits mostly activators; note: potency is the fitted concentration of half-maximal effect; nearly all actives have a fitted effect of over 55% in size
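Yeast A-beta toxicity model in growth medium with pinned compounds, 48 h at 30 C; growth read as absorbance at 600 nm. Normalized to FeCl3/clioquinol equimolar mix (positive) and DMSO (negative).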
IL2 activator: qHTS of IL-2 Activators; activation, % (series mostly up to about 46 µM); 360,000 compounds, 0.065% hits; IL-2 activation reporter assay, cell-based qHTS; stimulated with anti-CD3/CD4/CD28 beads; in transgenic mouse T cells; in the data active = activation above about 50%; inconclusive = mostly about 30% to 49%; note: 0% is about no effect
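First, unstimulated transgenic mouse T cells were exposed to compound for 60 min. Next, anti-CD3/anti-CD4-coated beads with anti-CD28 were added. Finally, after 18 h at 37 degrees C, EGFP and DsRed were imaged.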
An asterisk follows results filed as active; ? = inconclusive; . = not tested or not shown; & = joins results of further samples; [ ] = another dose, or the depositor's remark. Unless noted, calls come from the whole dose curve; as a rule, active = well fitted curve in the direction sought with a large enough effect; inconclusive = small, poorly fitted or top-dose-only effect, or another doubt; inactive = no such curve, though single readings can be large; an effect the other way counts as inactive or inconclusive.

SMILES	FUS suppressor	PI5P4Ka inh	WRN inhibitor	EPAC1 ag	PLK1 PBD block	EPAC1 antag	Abeta rescue	IL2 activator
CC1CC(C)CN(C(=O)C(C)N2CCN(S(=O)(=O)c3ccc(C(F)(F)F)cc3)CC2)C1 (stereo not given)	?	14	-4%	-15%	-9%	-28%	3%	-0.4
CC(=O)Nc1ccc(C(=O)OCC(=O)N2CCC(Cc3ccccc3)CC2)cc1	32%	2	-7%	2%	1%	-6%	-22%	3.1
CC(C)CNC(=O)C1CC(=O)OC12CCCCC2 (stereo not given)	10%	2	6%	2%	-10%	-17%	8%	-0.4
CS(=O)(=O)c1ccc(NC(=O)CN2C(=O)C3CCCCC3C2=O)cc1 (stereo not given)	-8%	4	10%	11%	-16%	16%	-13%	-1.6
O=C(O)CC1C(=O)NCCN1Cc1cccs1 (stereo not given)	-24%	0	8%	-8%	1%	13%	8%	-0.5
Cc1cc(=O)c2cc(Br)ccc2n1CC(=O)NCc1ccccc1	-18%	2	1%	8%	1%	-21%	-12%	0.2
Cc1cccc(C)c1NC(=O)C1CCCN1C(=O)NCc1ccccc1 (stereo not given)	0%	3	1%	-2%	1%	5%	0%	-0.3
CCCOc1ccc(C2Nc3cccc4cccc(c34)N2)cc1	28%	-2	9%	-1%	-6%	-2%	?	-3.2
COc1ccc(Cl)cc1NS(=O)(=O)c1c(C)[nH]c(C)c1C(=O)N1CCCCC1	?	0	-10%	10%	0%	-9%	.	-0.4
CN(C(=O)c1ccc(NC(=O)Cc2cccc(NC(=O)C3CCCN(C(=O)C4CCC4)C3)c2)cc1)C1CCCC1 (stereo not given)	?	-2	-27%	-18%	-17%	-8%	2%	-1.4
COc1cccc2cc(C(=O)NCc3ccccc3Br)c(=O)oc12	13%	2	0%	-8%	-4%	-25%	3%	1.0
O=C(Cn1cnc2c(nnn2Cc2ccc(F)cc2)c1=O)N1CCCCC1	.	-4	3%	-2%	1%	-5%	0%	0.0
O=C(/C=C/c1ccc[nH]1)c1ccc(F)cc1	-7%	0	7%	4%	-2%	-5%	-2%	0.0
O=C(CSc1ncccn1)NC1CCCC1	-47%	3	9%	-5%	5%	3%	2%	0.1
COc1ccc(C(=O)Nc2c(N)nc(SCC(=O)N3CCC(C)CC3)[nH]c2=O)cc1OC	-11%	2	7%	-14%	-16%	-1%	-22%	-1.0
OCCC#Cc1ccc(CN2CCN(Cc3ccsc3)C(CCO)C2)cc1 (stereo not given)	10%	2	-26%	20%	-9%	-11%	-8%	0.1
Cc1nc2ccccc2c(-c2ccccc2)c1C(=O)c1ccccc1	37%	.	-5%	20%	-5%	-1%	-15%	-0.3
COC(=O)C1CC(=O)N(c2ccc(C)cc2)C1 (stereo not given)	-33%	-1	-4%	16%	2%	0%	9%	-2.7
CNC(=O)COC(=O)c1ccc(Cl)c(S(N)(=O)=O)c1	-25%	-6	-2%	-6%	1%	1%	1%	0.5
O=C(CC1N=C2c3ccccc3N=C(SCc3ccc(Cl)cc3)N2C1=O)NCc1ccco1 (stereo not given)	?	?	-4%[11.6 µM]	18%	-22%	-13%	7%	0.0
COc1cccc(NC(=O)C2CCC(CNC(=O)[C@@H]3Cc4ccccc4CN3)CC2)c1 (stereo not given in full)	17%	-8	-3%	3%	-10%	-14%	12%	-2.7
CC(=O)NNC(=O)CSc1nnc(-c2ccccc2)c(-c2ccccc2)n1	6%	-12	-24%	-11%	-26%	?	-14%	0.7
COc1ccc(OC)c(-n2nnnc2SCC(=O)NCCc2ccccc2)c1	24%	.	-5%	-3%	-2%	13%	-9%	-1.8
NS(=O)(=O)c1ccc(CNC(=O)Cn2nc(C(F)F)cc2C(F)F)cc1	1%	1	-3%	-1%	0%	-9%	1%	0.0
O=C(COC(=O)CCCNC(=O)c1ccc(Cl)cc1)Nc1cc(Cl)c(Cl)cc1Cl	.	12	-13%	-1%	3%	-9%	-4%	-0.3
C[C@H](CO)N1C[C@H](C)[C@@H](CN(C)S(=O)(=O)c2ccccc2C#N)OCc2cnnn2CCCC1=O	-21%	-2	2%	-6%	5%	5%	6%	-0.9
COc1ccc(CN2CCNC(=O)C2CC(=O)N(C)Cc2ccon2)c(OC)c1 (stereo not given)	-7%	1	-20%	7%	-9%	6%	1%	0.2
CCCS(=O)(=O)NC(=O)C1(C)CCCN(C(=O)c2cccc(C)c2C)C1 (stereo not given)	6%	0	2%	3%	-4%	-3%	-13%	-0.1
CC(C)(C)NC(=O)CN(C(=O)C(=O)Nc1ccc2c(c1)OCCO2)C1CCCC1	11%	11	6%	-14%	3%	-7%	0%	1.5
CCN(CC)C(=O)[C@H]1C[C@H](CC(=O)NC/C=C(\C)CCC=C(C)C)C(=O)N2CCc3c([nH]c4cc(CCC(=O)N(C)C)ccc34)[C@]12C	?	8	-4%	-17%	-10%	-16%	-2%	-0.6

Four of these compounds, reformatted:
Second line of a record – FUS suppressor	PI5P4Ka inh	WRN inhibitor	EPAC1 ag	PLK1 PBD block	EPAC1 antag	Abeta rescue	IL2 activator
> O=C(CC1N=C2c3ccccc3N=C(SCc3ccc(Cl)cc3)N2C1=O)NCc1ccco1 (stereo not given)
    ?	?	-4%[11.6 µM]	18%	-22%	-13%	7%	0.0
> COc1cccc(NC(=O)C2CCC(CNC(=O)[C@@H]3Cc4ccccc4CN3)CC2)c1 (stereo not given in full)
    17%	-8	-3%	3%	-10%	-14%	12%	-2.7
> CC(=O)NNC(=O)CSc1nnc(-c2ccccc2)c(-c2ccccc2)n1
    6%	-12	-24%	-11%	-26%	?	-14%	0.7
> COc1ccc(OC)c(-n2nnnc2SCC(=O)NCCc2ccccc2)c1
    24%	.	-5%	-3%	-2%	13%	-9%	-1.8

Following part.
SMILES	FUS suppressor	PI5P4Ka inh	WRN inhibitor	EPAC1 ag	PLK1 PBD block	EPAC1 antag	Abeta rescue	IL2 activator
Cc1ccccc1-n1c(SCC(=O)NCC2CCCO2)nc2c([nH]c3ccccc32)c1=O (stereo not given)	6%	0	-5%	4%	-9%	-27%	0%	0.9
CC(=O)c1ccc(NC(=O)Nc2ccncc2)cc1	-35%	-3	0%	13%	-1%	7%	3%	0.2
Cc1ccc(-c2nc(NCCN3CCOCC3)c3ccccc3n2)cc1	-1%	.	-10%	0%	2%	-1%	9%	-2.0
O=S(=O)(c1cccs1)n1nnc2ccccc21	11%	0	1%	-10%	-4%	10%	-8%	-0.2
CCCNC(=O)CN1C(=O)NC(Cc2c[nH]c3ccccc23)C1=O (stereo not given)	20%	-8	1%	4%	27µM*	2%	-15%	1.6
COc1ccc(OC)c(/C=C2\NC(=O)NC2=O)c1	2%	6	-3%[57.1 µM]	-2%	-2%	-2%	4%	-2.9
C[C@@H](NC(=O)C(=O)c1c[nH]c2ccccc12)c1ccccc1	-12%	1	-13%	-20%	-3%	3%	-14%	1.4
CCOc1ccccc1Nc1nc(N)nc(CSc2nncn2C)n1	3%	.	-14%	7%	-1%	-4%	-7%	1.1
CCCCOCCCN1CC(=O)N2[C@@H](Cc3c([nH]c4ccccc34)C2(C)C)C1=O	33%	20	-2%	-5%	3%	-6%	19%	-6.4
COC(=O)/C(=C\c1ccc([N+](=O)[O-])cc1)NC(=O)c1ccccc1	-10%	10	4%	9%	-3%	0%	14%	0.4
COc1c2ccoc2cc2oc(C)cc(=O)c12	18%	0	-1%	-4%	-2%	-7%	-8%	0.6
CCOc1ccc(/C=C2\SC(N3CCCCC3)=NC2=O)cc1	-33%	2	-3%	12%	-4%	-2%	-7%	-0.6
S=c1[nH]nc(C2CCCCC2)n1/N=C/c1ccc(Br)cc1	-32%	-2	3%	-10%	?	18%	6%	-5.0
COCCCN(C(=O)Cc1ccc(S(=O)(=O)N2CCOCC2)s1)c1c(N)n(Cc2ccccc2)c(=O)[nH]c1=O	-1%	-3	-2%	10%	-4%	6%	2%	0.5
Cc1cc(C)cc(N(CC(=O)Nc2ccc(C)cc2Cl)S(=O)(=O)c2c(C)[nH]c(=O)[nH]c2=O)c1	?	10	-1%	-7%	-9%	-23%	10%&-8%	-2.0
Cc1csc(SCC(=O)Nc2sccc2C#N)n1	2%	?	?	-9%	7%	-3%	-9%	1.2
CN1CCC(N(C)C(=S)NC(=O)C23CC4CC(CC(C4)C2)C3)CC1	-6%	-25	-11%[57.1 µM]	8%	-26%	3%	-12%	-5.5
CCCn1cc(S(=O)(=O)c2ccc(C)cc2)c(=O)c2cc(OCC)ccc21	20%	0	8%	-3%	-12%	-17%	13%	-1.2
CC(C)=CC(=O)OCC(=O)NC(=O)NC(C)(C)C	15%	3	0%	5%	-1%	3%	12%	0.4
COc1ccc(NC(=O)CC2C(=O)N(c3ccc(Cl)cc3)C(=S)N2NC(=O)c2cccc(F)c2)cc1 (stereo not given)	.	2	6%	-16%	-2%	-1%	-9%	1.6
NS(=O)(=O)c1ccc(NC(=S)NC(=O)/C=C/c2ccco2)cc1	23%	-22	-13%[11.6 µM]	-9%	-9%	17%	9%	2.0
Cc1cc(C)c(S(=O)(=O)N2CCCCC2CCNC(=O)C(=O)NCCN2CCOCC2)c(C)c1 (stereo not given)	.	-4	3%	-4%	-2%	1%	4%	-0.6
O=C(OCc1cnc(Cl)s1)c1ccccc1Cl	-14%	-2	8%	8%	-15%	-11%	2%	0.0
Cc1cccc(C#Cc2ccccc2)n1	-25%	-12	5%	-12%	-20%	-4%	0%	0.3
CC(C)n1nnnc1C1c2ccccc2C(=O)N1Cc1ccco1 (stereo not given)	-5%	5	-10%	-1%	1%	12%	2%	0.7
COC(=O)[C@H](CCSC)NC(=O)Nc1cccc(Br)c1	10%	-3	2%	3%	-1%	-6%	5%	-3.2
O=C(Nc1cccc(C(F)(F)F)c1)C12CC3CC(CC(C3)C1)C2	12%	.	-1%	4%	-7%	15%	6%	-1.9

Source: PubChem BioAssay
